Screens from PubChem.
Kir21 block – blocks the mouse Kir2.1 inward-rectifier potassium channel; P35561; HEK293-Kir2.1, FluxOR thallium flux fluorescence; hits give low values; B-score at 10 µM; 310,000 compounds, 0.85% hits; AID 1672;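 active = fluorescence ratio B-score at or below minus 3 SD of library scores, with starting-brightness B-score within 2 SD, cut at about -4.2 in these data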;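 note: channel flux triggered by added potassium and thallium sulfate stimulus; B-score of peak minus minimum fluorescence over baseline after thallium stimulus; more negative B-score means stronger Kir2.1 block with less thallium influx; some compounds called inactive have numbers as strong as hits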
Target sequence (P35561 whole entry, looked up): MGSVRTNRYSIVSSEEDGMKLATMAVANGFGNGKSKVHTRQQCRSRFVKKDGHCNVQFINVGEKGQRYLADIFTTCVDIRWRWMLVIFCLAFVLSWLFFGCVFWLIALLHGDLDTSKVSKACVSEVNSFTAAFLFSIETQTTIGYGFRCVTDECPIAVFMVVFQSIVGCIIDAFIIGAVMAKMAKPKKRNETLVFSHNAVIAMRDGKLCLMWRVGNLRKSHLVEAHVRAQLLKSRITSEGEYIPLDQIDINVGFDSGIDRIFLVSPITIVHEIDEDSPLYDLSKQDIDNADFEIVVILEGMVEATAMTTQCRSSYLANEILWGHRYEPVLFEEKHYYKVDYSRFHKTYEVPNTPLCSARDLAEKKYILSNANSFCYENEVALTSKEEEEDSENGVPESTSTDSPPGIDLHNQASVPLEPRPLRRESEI
CHT block – human CHT choline transport inhibition. Q9GZV3. CHT-expressing cells, membrane potential dye, choline response; hits give low values. B-score at 10 µM. 310,000 compounds, 0.86% hits. AID 488975;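 active = B-score over 3 SD under the library average, and starting fluorescence ratio not unusually high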;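 note: choline stimulus applied at its EC90 after an EC20 pre-addition; B-score computed on integrated fluorescence ratio after choline addition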
Target sequence (Q9GZV3 whole entry, looked up): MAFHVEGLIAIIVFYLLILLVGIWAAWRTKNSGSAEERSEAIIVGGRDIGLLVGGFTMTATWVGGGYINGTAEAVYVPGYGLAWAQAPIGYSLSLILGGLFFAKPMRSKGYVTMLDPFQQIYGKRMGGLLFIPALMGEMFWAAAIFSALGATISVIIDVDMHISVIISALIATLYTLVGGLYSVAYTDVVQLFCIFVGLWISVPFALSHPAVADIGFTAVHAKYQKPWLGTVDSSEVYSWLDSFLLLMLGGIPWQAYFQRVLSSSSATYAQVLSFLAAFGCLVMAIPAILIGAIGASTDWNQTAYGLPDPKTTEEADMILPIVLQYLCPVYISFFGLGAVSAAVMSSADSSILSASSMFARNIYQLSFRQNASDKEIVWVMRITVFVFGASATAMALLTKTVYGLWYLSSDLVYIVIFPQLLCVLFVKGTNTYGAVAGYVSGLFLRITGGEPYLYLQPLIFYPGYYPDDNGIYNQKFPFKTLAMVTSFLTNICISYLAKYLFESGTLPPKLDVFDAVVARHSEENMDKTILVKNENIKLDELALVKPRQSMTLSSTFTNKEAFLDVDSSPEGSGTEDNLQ
* hit, by the source's call; i = inactive; . = no result given. An unsorted share of the library; about 1.6% have a hit in one of these screens.

SMILES	Kir21 block	CHT block
O=S(=O)(c1ccc(Cl)c(C(F)(F)F)c1)N1CCN(CC(O)COc2ccccc2F)CC1 (stereo not given)	-1.2	i
Cc1c(CC(=O)NCC(=O)NCC(=O)O)c(=O)oc2c(C)c3oc4c(c3cc12)CCCC4	-1	i
COc1cc2c(cc1OC)C(C(=O)N1CCCC1)C(c1ccccc1F)N(C)C2=O (stereo not given)	2.2	i
Cc1ccc(NC(=O)N2CCC(NC(=O)c3ccccc3C)CC2)cc1	0.24	i
CCNc1ccc(C(=O)Nc2ccc3nc(C)sc3c2)cc1[N+](=O)[O-]	0.31	i
O=C(CCC(=O)c1ccccc1)NCCc1c[nH]c2ccccc12	-2.8	i
Cc1cccc(C(=O)NNC(=O)c2ccc(O)cc2)c1	-0.81	i
CCOC(=O)C1CCCN(S(=O)(=O)c2c(C)c(C)cc(C)c2C)C1 (stereo not given)	-4.1	i
CCCN(CCC)CCCNC(=O)c1ccc2c(c1)N(CC)C(=O)c1ccccc1S2=O (stereo not given)	-0.49	i
Cc1noc(C)c1S(=O)(=O)N1CCC(Cc2ccccc2)CC1	0.36	i
O=c1cc(CO)oc(CN2CCN(c3ccccc3)CC2)c1O	-0.86	i
CCOc1ccc(S(=O)(=O)N2CCCC(C(=O)NCc3cccnc3)C2)cc1C (stereo not given)	0.95	i
COc1ccc(/C=C/C(=O)N(c2ccccn2)C2CCCCC2)cc1OC	0.29	i
COc1cc(/C=N/Nc2nc3c(c(=O)n(C)c(=O)n3C)n2Cc2ccccc2)ccc1OC(=O)c1ccco1	-2.5	i
COc1ccc(C)cc1S(=O)(=O)N(CC(=O)N1CCCC1)c1ccccc1	-1.6	i
CCn1c(COc2ccc(Cl)cc2)nnc1SCc1ccc(C#N)cc1	-4.8*	i
COc1ccc(OCCCC(=O)Nc2nncs2)cc1	0.58	i
NNC(=O)Cn1c2ccccc2c2ccccc21	2.8	i
Cc1csc(C(=O)O)c1-c1c(C)csc1C(=O)O	-0.33	i
O=C1C2=C(CCCC2)C(=O)N1c1cccc(OCCBr)c1	0	i
Cc1ccc(OCC(=O)NCc2cccnc2)cc1	0.07	i
CNc1ccccc1C(C)(C)c1cc(-c2cccc([N+](=O)[O-])c2)no1	0.11	i
COc1cc2c(cc1OC)CN(C(=O)/C=C/c1cccs1)CC2	2.2	i
O=C(NCC1CCCO1)C(C(=O)c1ccccc1)n1ccccc1=O (stereo not given)	-1.1	i
OC[C@H]1OC(O)[C@H](O)[C@@H](O)[C@H]1O (stereo not given in full)	0.53	i

(continued)
SMILES	Kir21 block	CHT block
Cc1cc(N2C(=O)C(O)=C(C(=O)c3cccs3)C2c2ccc(F)cc2)no1 (stereo not given)	0.96	i
CCOc1ccccc1NC(=O)CSc1nnc(CNC(=O)c2ccco2)o1	0.13	i
Cc1ccc(/C=N/N(C)S(=O)(=O)c2ccc(C)cc2)cc1	1.8	i
O=C1/C(=C\Nc2ccccc2)CCN1c1ncccn1	0.76	i
CCN(CC)C(=O)C(C)OC(=O)COc1ccc(Cl)cc1Cl (stereo not given)	-0.55	i
CCC(=S)/C=C1\Sc2ccccc2N1CCCS(=O)(=O)O	-1.6	i
CCOc1ccc(Nc2cc(=O)oc3ccccc23)cc1	-1.4	i
COc1ccc(OC)c(S(=O)(=O)N(C)CC(=O)N2CCc3ccccc3C2)c1	-0.61	i
CCCCOC(=O)C(NC(=O)c1ccccc1)=C(C)C	-0.01	i
Cc1c(C(=O)N2CCC2)oc2ccc(Br)cc12	0.11	i
O=C1CC(N(O)c2ccccc2)C(=O)N1c1ccc(Cl)c(Cl)c1 (stereo not given)	-2	i
COc1ccc(Br)cc1C(=O)N/N=C/c1ccc([N+](=O)[O-])cc1	1.9	i
Cc1ccc(NC(=S)NN(C)c2cc(C)nc(C)n2)cc1	0.36	i
COc1ccc(C(=O)NCCc2nnc(SCC(=O)Nc3ccccc3)n2C)cc1	0.04	i
Cc1nnc(NC(=O)CSc2nccn2C)s1	0.07	i
Cc1cccc(N(Cc2ccccc2)C(=O)c2ccccc2S(C)(=O)=O)c1	-0.15	i
Cc1ccc(/C=C2\CCCC3=C2NC(=S)NC3c2ccc(C)cc2)cc1 (stereo not given)	-3.6	i
COc1ccc(CNC(=O)[C@H](C)NC(=O)C2CCN(C(=O)[C@@H](N)Cc3ccccc3)CC2)cc1	-1.3	i
CS(=O)(=O)Cc1ccc(C(=O)N(CCc2ccccc2)Cc2ccccc2)cc1	0.1	i
CCOc1cc(C(=O)NC)cc(Br)c1OCc1ccccc1	0.2	i
CC(C)=CCN1CCN(Cc2cccnc2)CC1CCO (stereo not given)	-1.3	i
CCOc1cc(C(=O)NCc2ccc3c(c2)OCO3)cc(OCC)c1OCC	-0.46	i
Cc1cccc(NC(=O)CSCC(=O)N(C)Cc2c(F)cccc2Cl)c1	-2.4	i
CCOC(=O)C1=C(CP(=O)(c2ccccc2)c2ccccc2)NC(=O)NC1c1ccc(OC)cc1 (stereo not given)	0.97	i
Cc1cc(C)nc(/N=C(\N)N(Cc2ccccc2)Cc2ccccc2)n1	-1.6	i

Other records:
SMILES	Kir21 block	CHT block
CCOc1ccc(C2C(C(=O)c3ccco3)=C(O)C(=O)N2CCN(C)C)cc1 (stereo not given)	-0.82	.
Cc1cccc(-c2nc3ccccc3c(=O)n2NC(=O)c2cccnc2Cl)c1	-0.8	i
O=C(Nc1nnc(C2=COCCO2)o1)C1CCCCC1	-2	i
COc1ccc(OC)c(C(=O)NC(CC(N)=O)c2ccc(N3CCN(c4ccccc4)CC3)c([N+](=O)[O-])c2)c1 (stereo not given)	-0.95	i
Cc1cc(C)cc(-n2ncc3c2CCCC3NC(=O)CN2CCCC2=O)c1 (stereo not given)	0.62	i
Cc1cc(C)c2c(=O)n(CC(=O)Nc3cccc(F)c3)sc2n1	-0.18	i
CC(=O)N1N=C(c2cccs2)CC1c1cccc([N+](=O)[O-])c1 (stereo not given)	-0.54	i
CCc1nnc(NC(=O)C=C(C)C)s1	0.34	i
CCn1c(SCC(=O)N(C)CC(=O)Nc2cccc(OC)c2)nnc1-c1ccco1	-0.49	i
Cc1ccc(C(C)C)c(OCC#CCN2CCOCC2)c1	-0.99	i
COc1ccc(Nc2nc(-c3sc(C)nc3C)cs2)c(OC)c1	0.29	i
O=C(O)c1ccc(N2CCCCS2(=O)=O)cc1	1.5	i
COn1c(-c2ccccc2)nc2ncccc21	0.71	i
COCCCNC1CS(=O)(=O)CC1O (stereo not given)	0.7	i
O=C(COC(=O)C12CC3CC(CC(C3)C1)C2)NCCc1ccccc1	-0.4	i
CCOC(=O)c1ccc(NC(=O)CN2CCN(Cc3ccccc3)CC2)cc1	0.9	i
CCC[C@@H]1CCCO[C@@](C(=O)NCc2cc(C)n(C)n2)(C(F)(F)F)C1	-0.89	i
S=C(Nc1ccc(Cl)cc1)N(CCCN1CCOCC1)Cc1cccs1	-2	i
CCCN(C(=O)c1cc(S(=O)(=O)N2CCCCCC2)ccc1OC)C1CCS(=O)(=O)C1 (stereo not given)	0.49	i
Cc1cc(NC(=O)C2CC(=O)N(c3ccc(Cl)cc3)C2)no1 (stereo not given)	1.9	i
CCC(C)(C)NC(=O)C(c1ccc(F)cc1)N(Cc1ccco1)C(=O)CCC(=O)Nc1ccccn1 (stereo not given)	-0.14	i
O=c1/c(=C/c2ccccc2)sc2nnc(-c3cccs3)n12	1.7	i
CC1CCN(S(=O)(=O)c2ccc(F)c(C(=O)O)c2)CC1	0.06	i
Cc1ccc(OCC(=O)Nc2ccc(O)c(-c3nc4ccccc4o3)c2)cc1	-0.27	i
CSCCNC(=O)c1ccc2nc(C3CCCCC3)oc2c1	1.1	i

Random excerpt: three records from the list.
SMILES	Kir21 block	CHT block
CCC(C)(C)NC(=O)C(c1ccc(F)cc1)N(Cc1ccco1)C(=O)CCC(=O)Nc1ccccn1 (stereo not given)	-0.14	i
CCC[C@@H]1CCCO[C@@](C(=O)NCc2cc(C)n(C)n2)(C(F)(F)F)C1	-0.89	i
CC1CCN(S(=O)(=O)c2ccc(F)c(C(=O)O)c2)CC1	0.06	i

More records.
SMILES	Kir21 block	CHT block
CC(=O)Cc1cc(=O)c2c(C)cc(O)c(C3OC(CO)C(O)C(O)C3O)c2o1 (stereo not given)	1.1	i
O=S1(=O)CCOCCN1Cc1ccccc1	-0.63	i
COc1ccccc1C(=O)Nc1nnc(-c2ccccc2)s1	-0.22	i
COc1cc(C(=O)Nc2nnc(S(=O)(=O)N3CCCCCC3)s2)cc(OC)c1OC	-0.41	i
OCCCn1c(C2CCCN2c2nc(-c3ccc(Cl)cc3)cs2)nc2cc(Cl)c(N3CCCCC3)cc21 (stereo not given)	1.2	i
N#Cc1cc(-c2cccc(Cl)c2)c[nH]c1=O	0.42	i
COc1ccc2nc(SCC(=O)Nc3ccccc3)[nH]c2c1	-0.85	i
Cc1c(C(=O)Nc2ccc(C(F)(F)F)cc2)sc2ncn(CC(=O)N3CCN(c4ccccn4)CC3)c(=O)c12	1.6	i
Cc1c(C(=O)NCC(c2ccco2)N2CCCC2)oc2ccc(Cl)cc12 (stereo not given)	-3	i
Cc1cc(C(=O)NNC(=O)/C=C/c2ccc(F)cc2)c(C)o1	1.7	i
Cc1ccc(C(=O)NCCCN2CCOCC2)cc1Cl	0.05	i
CC(C)Cn1nc(-c2ccccc2)c2ccccc2c1=O	-0.94	i
COc1cccc(NC(=O)CN(C)C(=O)c2cc(S(=O)(=O)N3CCCCC3)ccc2Cl)c1	2.2	i
O=C1C2C3CCC(C3)C2C(=O)N1CNc1ccc(F)cc1 (stereo not given)	0.05	i
O=C(Nc1ccccc1)N1CCN(C(=O)Nc2ccccc2)CC1	-2.1	i
C[C@]1(C(=O)O)C=C[C@@H](Cc2ccccc2)N1C(=O)c1ccccc1	0.67	i
CC12CCC(C(=O)Nc3ccccc3)(C(Br)C1=O)C2(C)C (stereo not given)	-0.01	i
O=C(Nc1ccccc1[N+](=O)[O-])c1ccc(S(=O)(=O)N2CCCC2)cc1	1.7	i
Cc1ccc(NC(=O)CCNS(=O)(=O)c2ccc3c(c2)CCC(=O)N3)cc1C	0.03	i
Oc1ccc(Nc2nc(-c3ccc4ccccc4c3)cs2)cc1	-0.08	i
CCCn1c(N)c(N(CCOC)C(=O)c2ccccc2F)c(=O)[nH]c1=O	-1.4	i
Cc1ccc(CC2CC(=O)N(c3cc(C)on3)C2=O)cc1 (stereo not given)	1.2	i
CCOC(=O)NC(=O)C(=CNc1ccccc1OC)C(=O)NC(=O)OCC	0.31	i
COc1ccc(CCN=C(N)NS(=O)(=O)c2cccs2)cc1	-0.57	i
CCOC(=O)C1C(=O)NC(N2CCc3ccccc32)=NC1c1ccccc1 (stereo not given)	-0.77	i

In the list so far, these have a CF3 group.
SMILES	Kir21 block	CHT block
O=S(=O)(c1ccc(Cl)c(C(F)(F)F)c1)N1CCN(CC(O)COc2ccccc2F)CC1 (stereo not given)	-1.2	i
CCC[C@@H]1CCCO[C@@](C(=O)NCc2cc(C)n(C)n2)(C(F)(F)F)C1	-0.89	i
Cc1c(C(=O)Nc2ccc(C(F)(F)F)cc2)sc2ncn(CC(=O)N3CCN(c4ccccn4)CC3)c(=O)c12	1.6	i

Profiles, looked up by structure. Order of screens: Kir21 block	CHT block
`S=C(Nc1ccc(Cl)cc1)N(CCCN1CCOCC1)Cc1cccs1` across the screens: -2	i
`OCCCn1c(C2CCCN2c2nc(-c3ccc(Cl)cc3)cs2)nc2cc(Cl)c(N3CCCCC3)cc21` (stereo not given) across the screens: 1.2	i
`CNc1ccccc1C(C)(C)c1cc(-c2cccc([N+](=O)[O-])c2)no1` across the screens: 0.11	i
`CCOc1ccc(S(=O)(=O)N2CCCC(C(=O)NCc3cccnc3)C2)cc1C` (stereo not given) across the screens: 0.95	i
`OC[C@H]1OC(O)[C@H](O)[C@@H](O)[C@H]1O` (stereo not given in full) across the screens: 0.53	i

(more compounds)
SMILES	Kir21 block	CHT block
O=C1Nc2ccccc2C1(c1ccccc1)c1ccccc1	-0.26	i
Cc1cccc2nc(CSc3nc4ccccc4o3)cn12	1.9	i
COc1ccc(C2CC(=O)n3c(nc4ccccc43)S2)cc1OC (stereo not given)	-0.44	i
c1cncc(-c2nc3ccccn3c2Nc2ccc3c(c2)OCCO3)c1	0.7	i
Cn1c(=O)c2ncn(CC(=O)N=Nc3c(O)[nH]c4ccccc34)c2n(C)c1=O	1.6	i
CCN1CCN(CCCNC(=O)c2ccc(/C=C3/Sc4ccccc4N(Cc4ccccc4F)C3=O)cc2)CC1	1.2	i
COC(=O)c1sccc1NC(=O)c1ccc(OC)c([N+](=O)[O-])c1	1.6	i
CC(=O)c1ccc(-n2cc(C#N)c(=O)[nH]c2=O)cc1	-0.93	i
c1nc(N2CCCCC2)c2[nH]cnc2n1	0.31	i
CSc1nc(N2CCOCC2)c2c(c1C#N)CC(C(C)C)OC2 (stereo not given)	-0.28	i
Cc1cc(=O)n(-c2ccc(C(=O)O)cc2)[nH]1	1.5	i
CC(C)CNC(=S)NC(=O)c1csc([N+](=O)[O-])c1	0.47	i
CCn1nnnc1SCC(=O)Nc1ccc(N(C)C)cc1	0.27	i
N/C(=N\OC(=O)Cc1ccc(-c2ccccc2)cc1)c1ccncc1	-0.96	i
CCSc1nnc(NC(=O)[C@H](C)NC(=O)c2ccccc2Cl)s1	-0.02	i
CC(C)CC(NC(=O)C1CCC(C)CC1)C(=O)NCCN1CCOCC1 (stereo not given)	-0.8	i
O=[N+]([O-])c1ccc(NNC(=S)Nc2ccccc2)cc1	1.2	i
O=C(Nc1nnc(-c2ccccc2)o1)C1CCCN1S(=O)(=O)c1cccs1 (stereo not given)	-1.5	i
Cc1cccn2c(=O)c3cc(C(=O)NCCN4CCOCC4)c(=N)n(CCc4ccccc4)c3nc12	-0.28	i
Cc1ccc(NC(=O)C2CCN(S(=O)(=O)c3ccc4c(c3)NC(=O)C(C)S4)CC2)cc1C (stereo not given)	0.66	i
Cc1cnc(C(=O)OCC(=O)NC(=O)NC(C)C)cn1	1.1	i

Kir21 block, hit marks shown above.
SMILES	Kir21 block	CHT block
CCn1c(COc2ccc(Cl)cc2)nnc1SCc1ccc(C#N)cc1	-4.8*	i
